Bioassay records (PubChem BioAssay)
mHtt clearance = compounds clearing mutant huntingtin protein; HeLa Exon1htt(103Q)mCFP, aggregate imaging; zero = plate's median compound well; inhibition, % at 1.5 µM; hit rate 0.42% among 47,000;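 active means inhibition of aggregate fluorescence above about 70%, also judged a hit by eye on the cell image, limit read from the data, passing the limit was not always enough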;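 further: cells exposed to compound for three days before fixation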
mHtt clearance grain fraction = recorded beside mHtt clearance, whose call it bears; fraction fluorescence in grains; measured here: aggregate grain fluorescence fraction; active compounds read low;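 scaled fraction of total cell fluorescence in grains with unit not stated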
The depositor's hits bear a star. A portion of the library, so the mix of outcomes need not match the whole.

SMILES	mHtt clearance	mHtt clearance grain fraction
Cc1cccc2c1NC(=O)C2(c1ccc(O)cc1)c1ccc(O)cc1	4.1	28.9
CC(=O)CCCCn1c(=O)c2c(ncn2C)n(C)c1=O	7.0	19.2
